From PubChem
PLCg1 inh: blocks human PLC-gamma1 enzyme activity. hit rate 0.84% among 370,000. inhibition, % at 12.2 µM. purified PLC-gamma1, fluorogenic substrate, fluorescence; in the data active = inhibition above about 9.5%
ASAP1 GAP inh: inhibitors of human ASAP1 ArfGAP activity; Q9ULH1; ASAP1-stimulated ARF1 GTP hydrolysis, GDP FP detection; inhibition, % at 16.5 µM; hit rate 0.19% among 360,000; in the data active = inhibition above about 25%;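 also: 0% = vehicle with enzyme and substrate and 100% = no enzyme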
Target sequence (Q9ULH1 325-724 limits assumed): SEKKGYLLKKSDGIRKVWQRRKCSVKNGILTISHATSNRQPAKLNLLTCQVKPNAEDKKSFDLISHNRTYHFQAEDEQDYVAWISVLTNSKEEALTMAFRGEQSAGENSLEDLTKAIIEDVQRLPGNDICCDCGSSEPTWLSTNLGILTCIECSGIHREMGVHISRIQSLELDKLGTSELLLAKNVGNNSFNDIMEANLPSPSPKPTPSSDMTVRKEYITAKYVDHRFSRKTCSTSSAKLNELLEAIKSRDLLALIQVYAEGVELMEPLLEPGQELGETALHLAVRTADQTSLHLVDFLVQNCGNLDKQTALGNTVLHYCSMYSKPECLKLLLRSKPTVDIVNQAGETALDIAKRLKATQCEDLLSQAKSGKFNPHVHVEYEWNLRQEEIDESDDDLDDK
Tn7 DDE FP: disrupts Tn7 cyclic peptide binding to fibrin D-Dimer-E complex; hit rate 0.13% among 370,000; P02675; FP displacement of FITC-Tn7 peptide from fibrin DD(E); 0% = median of compound wells per plate; inhibition, % at 8.3 µM;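 active = inhibition above the mean of compounds falling within the control limits plus 3 SD of them, cut at about 14% in these data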;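 also: 0% = plate median of compound wells and 100% = 10 µM Aha-Tn7 peptide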
Target sequence (P02675 whole entry, looked up): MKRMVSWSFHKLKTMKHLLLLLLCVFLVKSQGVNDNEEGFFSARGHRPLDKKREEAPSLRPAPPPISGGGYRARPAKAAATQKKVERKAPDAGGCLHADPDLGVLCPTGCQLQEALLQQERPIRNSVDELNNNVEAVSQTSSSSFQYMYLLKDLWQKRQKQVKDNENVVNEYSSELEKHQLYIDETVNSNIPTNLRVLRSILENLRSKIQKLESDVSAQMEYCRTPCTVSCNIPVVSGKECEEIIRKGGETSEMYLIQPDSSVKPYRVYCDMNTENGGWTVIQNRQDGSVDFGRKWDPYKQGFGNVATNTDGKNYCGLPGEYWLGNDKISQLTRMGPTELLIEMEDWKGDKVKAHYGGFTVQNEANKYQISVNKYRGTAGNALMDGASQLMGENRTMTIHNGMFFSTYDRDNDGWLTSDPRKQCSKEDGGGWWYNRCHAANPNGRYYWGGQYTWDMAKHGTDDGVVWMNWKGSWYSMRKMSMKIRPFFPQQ
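Assay system: Human fibrin DD(E) protein | Medium: Tris buffer with calcium and detergent, pH 7.8 | Reagent: 0.1 µM fluorescent Tn7 | Compound dosing: Single point at 8.3 µM | Times: 10 min preincubation, 3 h with tracer, room temperature | Detection: Fluorescence polarization of the labelled Tn7 tracer | Controls: Aha-Tn7 high control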
SIAE inh: human SIAE inhibition, primary screen; Q9HAT2; inhibition, % at 9.66 µM; hit rate 0.69% among 370,000; AID 1053197; SIAE FP-Rh probe binding, fluorescence polarization;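 active = inhibition above a cutoff: mean of compounds within the control limits plus 3 SD of those, cut at about 17% in these data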;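 also: 0% = plate median of compound wells and 100% = probe without SIAE protein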
DDE Tn6 FP inh: disrupts Tn6 cyclic peptide binding to fibrin D-Dimer-E complex; Fibrin DD(E) TRITC-Tn6 fluorescence polarization displacement; hit rate 0.21% among 370,000; inhibition, % at 8.3 µM;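 active = inhibition above a per-campaign cutoff: mean of compounds within control limits plus 3 SD, cut at about 15% in these data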;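 also: 0% = median of all compound wells on the plate and 100% = blocking peptide control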
ADAM17 inh: inhibits human ADAM17; P78536; recombinant ADAM17, EDANS/DABCYL FRET peptide cleavage; inhibition, % at 6.95 µM; hit rate 0.83% among 370,000; AID 720648;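 active = inhibition above the mean of compounds lying between control limits plus 3 SD, set per campaign, cut at about 8.5% in these data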;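 also: 0% = DMSO-only wells as the low control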
TDP2 inh: blocks human TDP2 phosphodiesterase activity; inhibition, % at 12.8 µM; hit rate 0.34% among 370,000; AID 720702; recombinant TDP2, T5PNP hydrolysis, p-nitrophenol absorbance 415 nm;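 active = inhibition above the mean of all tested compounds plus 3 SD, set per campaign, cut at about 25% in these data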;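 also: 0% = DMSO with enzyme and 100% = buffer with substrate but no TDP2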
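Test system: human TDP2 enzyme; Input: 120 nM TDP2 per well; Buffer or medium: Mg2+-containing Tris-HCl buffer, pH 7.5; Reagent: 5 mM T5PNP; Dosing: 12.8 µM single point, 1% DMSO; Incubation: reaction 2 h, 37 °C; Detection: p-Nitrophenol epi absorbance; Read-out: % inhibition relative to enzyme-containing and enzyme-free wells; Replicates: single well per compound.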
PLCb3 inh: PLC-beta3 (human) inhibition, primary screen; Q01970; Purified PLC-beta3, fluorogenic substrate, fluorescence; inhibition, % at 12.2 µM; hit rate 0.18% among 370,000; in the data active = inhibition above about 11%;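 also: 0% = median of compound wells on plate and 100% = full blocker control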
ADAM10 inh: ADAM10 inhibition, QFRET primary screen; O14672; hit rate 0.62% among 370,000; inhibition, % at 7 µM; recombinant ADAM10, EDANS/DABCYL FRET peptide cleavage, 3 h;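 active = inhibition above a per-campaign cutoff equal to the mean of compounds falling between control-based bounds plus 3 SD, cut at about 20% in these data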;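 also: 0% = DMSO wells while the 100% control is not disclosed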
ARFGAP1 inhibitor: inhibits rat ARF GTPase activating protein 1; Arfgap1-stimulated ARF1 GTP hydrolysis, GDP FP detection; inhibition, % at 16.5 µM; hit rate 0.26% among 360,000; AID 651572;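 active = inhibition above a per-plate limit, mean inhibition of low control wells plus 3 SD, cut at about 25% in these data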;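 also: 0% = DMSO wells with enzyme and 100% = wells lacking Arfgap1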
Target sequence (Q62848 1-136 limits assumed): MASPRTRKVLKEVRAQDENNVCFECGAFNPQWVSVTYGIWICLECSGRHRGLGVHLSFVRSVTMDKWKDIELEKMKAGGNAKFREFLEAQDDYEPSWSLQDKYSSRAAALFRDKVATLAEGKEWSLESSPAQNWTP
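Material – truncated rat Arfgap1 GAP domain · Buffer or medium – HEPES-based buffer, pH 7.5 · Reagent – human ARF1(Δ1-17)-GTP substrate · Dosing – 16.5 µM single point, 1.26% DMSO · Schedule – GTP hydrolysis reaction 2 h at 25 °C · Technique – GDP detection by fluorescence polarization · Benchmarks – No-Arfgap1 wells (100%) versus DMSO full-reaction wells (0%) · Repeats – single replicate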
An asterisk follows results filed as active; & = joins results of further samples.

SMILES	PLCg1 inh	ASAP1 GAP inh	Tn7 DDE FP	SIAE inh	DDE Tn6 FP inh	ADAM17 inh	TDP2 inh	PLCb3 inh	ADAM10 inh	ARFGAP1 inhibitor
COc1cccc(C(=O)NCC(=O)N/N=C(C)\C=C\c2ccccc2)c1	-3	-12	1	-2	0	-2	-2	0	6	1
NC(=O)CC[C@H](NC(=O)c1ccc(F)cc1)C(=O)OCC(=O)NCc1ccc(F)cc1	10*	-6	2	-14	5	10*	-20	4	4	-4
CSc1cccc(NC(=O)C2(S(=O)(=O)c3ccc(C)cc3)CC2)c1	0	8	5	-4	-6	-1	-5	-8	5	6
COc1ccc(NC(=O)COC(C)=O)cc1Cl	0	1	-6	-1	-4	2	-3	2	7	8
Cc1ccc(OCc2cc(C(=O)NCCc3cccnc3)no2)cc1C	-4	-1	1	1	-5	-2	13	-12	-3	-1
CC1CCCN(CCOc2ccc(Br)cc2)C1 (stereo not drawn)	1	-4	2	-1	5	-2	10	6	3	0
CN(C)/C=C/C(=O)c1nnn(C2CCCCC2)c1NC1CCCCC1	6	10	-11	3	-5	2	-9	-11	6	2
Cc1cc(C(=O)OCC(=O)N2CCc3ccccc32)ccc1[N+](=O)[O-]	-1	-3	4	-7	8	-9	-2	-7	-11	10
CN(C(=O)COC(=O)c1cccs1)c1ccccc1	0	-20	-4	-2	-4	-1	4	-1	-4	11
COc1ccc(/C=C2/SC(=S)N(CCCC(=O)N3CCN(C)CC3)C2=O)cc1	-2	-1	-2	0	-2	-5	6	-10	-3	2
O=C(Cn1c(N2CCN(C/C=C/c3ccccc3)CC2)nc2ccccc21)c1ccccc1	0	8	-4	4	-1	-1	3	4	-5	-3
CC(C)N(C(=O)Cn1cc(S(=O)(=O)CC(=O)NCc2ccc(F)cc2)c2ccccc21)C(C)C	1	0	5	2	0	-2	17	-7	4	-4
Cc1ccc2[nH]c(C(=O)N3CCC(C(N)=O)CC3)cc2c1	-4	2	4	-13	-7	-2	-3	-5	-5	-7
CNC(=S)N(C)c1ccccc1	2	-8	5	-1	-2	3	1	4	-2	0
COc1ccc(NC(=O)C2C3C=CC4(CN(Cc5cccnc5)C(=O)C24)O3)c(OC)c1 (stereo not drawn)	0	-8	0	-3	5	-1	3	-1	1	3
O=C(Nc1ccc(F)c(Cl)c1)C1CCCN(C2=NS(=O)(=O)c3ccccc32)C1 (stereo not drawn)	-2	-2	-9	-10	2	1	3	0	3	13
CCOC(=O)N1CCN(C(=O)CSc2nc(=O)n3cc(C)ccc3n2)CC1	-2	20	0	3	-1	-2	3	-2	-15	40*
Cc1ccc(NC(=O)C2C3/C=C\CCCCC32)cc1C (stereo not drawn)	-1	9	2	14	4	-4	0	1	-3	44*
Cn1c2cc(Br)sc2c2cnn(Cc3ccc(F)cc3F)c(=O)c21	3	-2	-3	2	14	1	-9	1	-12	-4
Cc1nn(C)cc1S(=O)(=O)NCc1ccccc1Cl	0	3	-1	4	-5	0	-3	-6	0	10

Two entries picked at random from those above:
SMILES	PLCg1 inh	ASAP1 GAP inh	Tn7 DDE FP	SIAE inh	DDE Tn6 FP inh	ADAM17 inh	TDP2 inh	PLCb3 inh	ADAM10 inh	ARFGAP1 inhibitor
Cc1ccc(OCc2cc(C(=O)NCCc3cccnc3)no2)cc1C	-4	-1	1	1	-5	-2	13	-12	-3	-1
Cn1c2cc(Br)sc2c2cnn(Cc3ccc(F)cc3F)c(=O)c21	3	-2	-3	2	14	1	-9	1	-12	-4

Next section:
SMILES	PLCg1 inh	ASAP1 GAP inh	Tn7 DDE FP	SIAE inh	DDE Tn6 FP inh	ADAM17 inh	TDP2 inh	PLCb3 inh	ADAM10 inh	ARFGAP1 inhibitor
O=C1CN(CCN2CC(=O)N(Cc3ccccc3)C(=O)C2)CC(=O)N1Cc1ccccc1	4	-6	0	-6	2	0	5	4	3	13
CC1CCN(C(=O)c2cccc(S(=O)(=O)N3CCCc4ccccc43)c2)CC1	-4	0	6	-2	-4	-4	11	-10	-3	-3
CC(=O)Nc1cc(F)c2c(c1F)Cc1cc(F)ccc1-2	1	1	9	-4	-1	-1	4	-5	-6	-10
O=C(c1ccc(CS(=O)c2ccccc2Cl)o1)N1CCCCCC1 (stereo not drawn)	1	-5	8	-2	1	-1	-10	-1	-5	1
COc1cc(NC(=O)c2cccs2)ccc1NC(=O)Cc1ccccc1	-1	1	1	0	-3	-3	9	-9	0	5
Cc1c2c(cc3c1[nH]c1ccccc13)C=NCC2	-236	-6	-2	-7	-1	-3	4	-310	-14	-10
O=C(NCCCc1ccccc1)C1CCC(=O)N(Cc2ccc(Cl)cc2)C1 (stereo not drawn)	-1	5	6	-3	4	-4	0	-8	0	2
Cc1cc(C(=O)N[C@H](c2ccccc2)[C@@]2(C)C[C@@H]2[C@@H](C)C(=O)Nc2ccc3ccccc3c2)no1	2	9	-2	-10	0	1	0	2	6	18
CCCCNC(=S)N1CCN(c2ccc(C(C)=O)cc2)CC1	-4	-8	10	6	-6	-8	17	-16	-3	-4
COc1ccc(S(=O)(=O)N2CCOCC2)cc1NC(=O)COC(=O)CCOc1ccc(C)cc1	0	8	4	1	1	0	10	-6	-7	12
O=C(Nc1ccc(SC(F)F)cc1)c1ccc(F)cc1	1	-12	1	-5	3	0	-3	-4	-5	3
Cc1cc(C)c(N(C(=O)c2csnn2)C(C(=O)NC2CCCC2)c2ccncc2)c(C)c1 (stereo not drawn)	4	7	-2	-4	0	1	-3	0	0	6
COC(=O)Nc1ccc2ncn(C)c(=O)c2c1	1	3	-8	2	3	-3	-4	1	-14	7
COc1ccc(-c2nn(CCC#N)cc2/C=N/O)cc1	1	-11	-1	3	5	-1	2	-6	10	-3
NC(=O)Cc1ccc(C(=O)c2ccc(Cl)cc2)s1	1	1	5	-6	-8	-4	-8	-1	2	6
Cc1ccc(Cn2c(N)nc3ccccc32)cc1	-2	-10	-7	-2	5	-1	2	-6	-5	-2
COc1cccc(N2CCN(C(=O)c3cc4c(s3)CCCCC4)CC2)c1	-3	-5	0	2	0	-3	-14	-7	1	-4
CO/N=C(\C(=O)N[C@@H]1C(=O)N2C(C(=O)O)=C(COC(C)=O)CS[C@H]12)c1csc(N)n1 (stereo in doubt)	-7&-1&-5	2&-7&-3	-6&6&6	0&1&-5	0&1&9	-10&-8&-5	-8&-1&1	-11&-4&-1	-20&-10&-8	1&-6&6
CN(Cc1ccco1)C(=O)Cn1c(=O)oc2cc(S(=O)(=O)NCc3ccccc3)ccc21	3	-6	-6	-2	1	-2	-5	4	0	-2
CC(C)(C)NC(=O)C(Cc1ccccc1)N1C(=O)c2ccccc2C1=O (stereo not drawn)	8	-2	0	-6	-8	-7	-10	-6	-5	-7
Cc1cnc(CNC(=O)c2csc(COCCO)n2)cn1	3	-8	3	2	11	0	0	0	-3	-10
O=C(CSc1cccc(C(F)(F)F)c1)N1CCN(S(=O)(=O)c2ccccc2)CC1	2	-16	0	1	12	5	-13	1	9	19
COC(=O)c1ccccc1CC1SC(N)=NC1=O (stereo not drawn)	1	1	1	-2	2	-4	6	-5	2	-10
COc1ccc(N2CCN(C(=O)COC(=O)c3ccc(Cl)nc3)CC2)cc1	-3	12	9	3	0	-4	3	-6	-11	-3
COc1ccccc1-c1nnc(C2CCN(S(=O)(=O)c3cccc([N+](=O)[O-])c3)CC2)o1	1	3	-1	-2	9	0	6	-5	1	6
Cc1ccccc1-n1nc(-c2cccnc2)cc1C(=O)NN	-2	7	11	3	7	-4	-9	-10	-3	-1
CS(=O)(=O)Nc1cccc(NC(=O)c2ccc(-c3ccc(F)c(F)c3)c3ccoc23)c1	-5	5	-2	-54	5	4	-14	-8	7	8
O=c1c2cccnc2[nH]c(=S)n1Cc1ccccc1	-5	-7	-8	-3	-4	1	3	-6	-9	-1
O=C1CCCCC1S(=O)(=O)c1ccccc1 (stereo not drawn)	-2	2	-2	5	-6	1	-5	3	0	0
COc1ccc(C2=NO[C@@H]3[C@@H]4C[C@@H]([C@H]5C(=O)N(C)C(=O)[C@@H]45)[C@H]23)cc1	2	5	3	5	-4	1	6	0	6	-13
O=C(OC1CCCCC1)c1ccc(NC(=O)C2CCCCC2)cc1	8	17	-5	-7	-1	1	-14	4	8	11
C[C@H](CO)N1C[C@H](C)[C@@H](CN(C)C(=O)Nc2ccccc2)Oc2cc(Br)ccc2S1(=O)=O	-2	2	2	9	2	-2	6	1	-5	-8
CN1C(=O)c2ccccc2NC(=O)[C@]12O[C@@H]2c1cccc(O)c1	-5	-7	-1	-3	2	-3	9	-9	-19	12

Of the compounds above, these contain a Cl atom.
SMILES	PLCg1 inh	ASAP1 GAP inh	Tn7 DDE FP	SIAE inh	DDE Tn6 FP inh	ADAM17 inh	TDP2 inh	PLCb3 inh	ADAM10 inh	ARFGAP1 inhibitor
COc1ccc(NC(=O)COC(C)=O)cc1Cl	0	1	-6	-1	-4	2	-3	2	7	8
O=C(Nc1ccc(F)c(Cl)c1)C1CCCN(C2=NS(=O)(=O)c3ccccc32)C1 (stereo not drawn)	-2	-2	-9	-10	2	1	3	0	3	13
Cc1nn(C)cc1S(=O)(=O)NCc1ccccc1Cl	0	3	-1	4	-5	0	-3	-6	0	10
O=C(c1ccc(CS(=O)c2ccccc2Cl)o1)N1CCCCCC1 (stereo not drawn)	1	-5	8	-2	1	-1	-10	-1	-5	1
O=C(NCCCc1ccccc1)C1CCC(=O)N(Cc2ccc(Cl)cc2)C1 (stereo not drawn)	-1	5	6	-3	4	-4	0	-8	0	2
NC(=O)Cc1ccc(C(=O)c2ccc(Cl)cc2)s1	1	1	5	-6	-8	-4	-8	-1	2	6
COc1ccc(N2CCN(C(=O)COC(=O)c3ccc(Cl)nc3)CC2)cc1	-3	12	9	3	0	-4	3	-6	-11	-3
